Screening results deposited in PubChem BioAssay by National Center for Advancing Translational Sciences (NCATS).
Mm-Cpn inhibitor: Inhibitors of TCP-1 ring complex (TRiC) of Methanococcus maripaludis (MmCpn): qHTS; purified Mm-Cpn ATPase, ADP Transcreener TR-FRET; AID 504842, 2011; Chaperonin Mm-Cpn (Methanococcus maripaludis); 0.031% of 330,000 active; Potency, µM (series often up to 76.9 µM), inactives show at the highest dose activity, negative = inhibition, usual class: inhibitors; note: potency is the fitted concentration of half-maximal effect; % is set by controls: 0 for no effect and ±100 for the full control effect; nearly all actives have a fitted effect of over 80% in size
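Compound-treated chaperonin, 25 nM final, turns over 10 uM ATP at 37°C for 30 min following a 10 min preincubation; ADP generated competes with ADP-d2 for Eu-cryptate antibody, lowering FRET.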
pAkt inh: HTS Assay for Inhibitors of Akt Phophorylation: Primary Screen; activity change, % for hits at 50 µM; Neuro2A IGF-stimulated pAkt S473 HTRF, 20 min; active compounds read low; 0.32% of 360,000 active; in the data active = activity change below about -80%; inconclusive = mostly about -51% to -80%; note: % is set by controls: 0 for no effect and ±100 for the full control effect
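Neuro2A cells (4,500/well, DMEM with 0.5% FBS) were treated with compound at a single 50 µM final concentration, stimulated with 6 nM IGF for 20 min at 37 °C, and lysed. Phospho-Akt Ser473 was read by HTRF as 665/615 ratio ×10^4.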
Nrf2 inh: Nrf2 qHTS screen for inhibitors; Potency, µM (doses to about 46 µM), without a hit: at the top dose activity change, negative = inhibition, hits mostly inhibitors; A549 ARE-Fluc reporter, luciferase luminescence, 18-24 h; 2.1% of 360,000 active; note: potency is the fitted concentration of half-maximal effect; % is set by controls: 0 for no effect and ±100 for the full control effect; nearly all actives have a fitted effect of over 60% in size
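Cells were seeded and rested 2 h, then exposed to compounds for 18-24 h. CellTiter-Fluor was read first as a viability measure. BugLite was added 15 min before the final luminescent read of ARE-luciferase activity in A549 cells.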
EPAC2 antag: qHTS for Antagonist of cAMP-regulated guanine nucleotide exchange factor 2 (EPAC2): primary screen. EPAC2 GEF exchange of Rap1B-BODIPY-GDP, fluorescence. Potency, µM (highest dose often 114 µM), for inactives: at the highest dose activity, negative = inhibition, hits mostly inhibitors. 0.18% of 360,000 active. AID 720708, 2013; note: potency is the fitted concentration of half-maximal effect; % is set by controls: 0 for no effect and ±100 for the full control effect; nearly all actives have a fitted effect of over 45% in size; many of its hits are not listed in these tables
Target sequence (Q8WZA2 whole entry, looked up): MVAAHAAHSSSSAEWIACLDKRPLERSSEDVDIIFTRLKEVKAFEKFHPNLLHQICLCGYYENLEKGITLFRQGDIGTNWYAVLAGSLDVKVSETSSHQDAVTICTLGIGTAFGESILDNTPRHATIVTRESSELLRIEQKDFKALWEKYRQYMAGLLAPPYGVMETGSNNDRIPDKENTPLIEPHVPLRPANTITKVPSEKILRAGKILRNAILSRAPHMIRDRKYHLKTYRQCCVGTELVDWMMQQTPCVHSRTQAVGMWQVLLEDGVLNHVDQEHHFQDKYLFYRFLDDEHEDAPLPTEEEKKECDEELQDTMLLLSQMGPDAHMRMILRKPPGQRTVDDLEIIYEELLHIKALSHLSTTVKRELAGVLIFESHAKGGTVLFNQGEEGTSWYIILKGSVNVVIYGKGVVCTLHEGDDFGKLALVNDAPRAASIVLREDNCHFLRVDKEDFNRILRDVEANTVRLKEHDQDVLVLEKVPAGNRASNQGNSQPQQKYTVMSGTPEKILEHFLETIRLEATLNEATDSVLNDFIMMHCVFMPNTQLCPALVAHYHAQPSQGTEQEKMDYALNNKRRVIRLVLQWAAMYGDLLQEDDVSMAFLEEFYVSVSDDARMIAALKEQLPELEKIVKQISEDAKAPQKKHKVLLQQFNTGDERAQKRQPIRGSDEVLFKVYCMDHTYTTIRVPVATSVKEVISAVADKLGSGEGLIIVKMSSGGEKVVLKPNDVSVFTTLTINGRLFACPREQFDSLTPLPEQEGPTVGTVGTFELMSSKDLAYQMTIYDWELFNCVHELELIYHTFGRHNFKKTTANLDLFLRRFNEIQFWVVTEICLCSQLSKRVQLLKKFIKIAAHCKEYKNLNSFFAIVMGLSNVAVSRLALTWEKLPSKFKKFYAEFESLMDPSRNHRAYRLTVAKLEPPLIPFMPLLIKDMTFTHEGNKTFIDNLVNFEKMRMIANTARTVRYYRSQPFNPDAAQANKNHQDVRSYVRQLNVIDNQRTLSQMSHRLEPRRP
CCT modulator: High-Throughput Screening for Modulators of Cytosolic Chaperonin Activity | purified chaperonin ATPase assay, HTRF ADP detection, 30 min | activity change, % (concentration not given with the values), hits read low | 0.3% of 360,000 active | AID 651819, 2012; in the data active = activity change below about -30%; note: % is set by controls: 0 for no effect and ±100 for the full control effect
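TRiC at 40 or 20 nM final (batch-dependent) in 30 mM Tris pH 7.4, 100 mM KCl, 5 mM MgCl2, 1 mM DTT, with compound at single 76 uM and 10 uM ATP, 30 min at 37 deg C. ADP detected by HTRF Transcreener, 665/615 ratio.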
TGFb inhibitor: qHTS for Inhibitors of TGF-b; HepG2 CAGA-GFP TGF-b/SMAD3 reporter, GFP fluorescence, 18 h; TGF-beta stimulated, 500 pg/mL final; Potency, µM (doses to about 46.1 µM), for inactives: at the top dose activity, negative = inhibition, hits mostly inhibitors; 1.2% of 410,000 active; note: potency is the fitted concentration of half-maximal effect; % is set by controls: 0 for no effect and ±100 for the full control effect; nearly all actives have a fitted effect of over 65% in size
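HEPG2 CAGA-GFP, 1000 cells/well; 2 h settle, 37 C; cpd via pin tool; TGF-b 500 pg/mL final; 18 h, 37 C; GFP imaging ex488/em500-530; %Activity normalised to -TGF-b and +DMSO controls; CRC fit, curve class.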
EPAC2 ag: qHTS for Agonist of cAMP-regulated guanine nucleotide exchange factor 4 (EPAC2): primary screen; Rap guanine nucleotide exchange factor 4 (Homo sapiens), Q8WZA2; EPAC2 activation, biochemical qHTS; response scale: 100% = 6.5 mM cAMP response; Potency, µM (titrated, usually from 154 µM), inactives show top-dose activation, actives largely listed as activators; 0.079% of 360,000 active; AID 720711, 2013; note: potency is the fitted concentration of half-maximal effect; nearly all actives have a fitted effect of over 50% in size
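Guanine nucleotide exchange by EPAC2 is measured as reduced fluorescence of BODIPY-GDP once it is released from 250 nM Rap1B. Plates are read kinetically for 30 min at room temperature; results are scaled to 6.5 mM cAMP.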
A549 viability: Nrf2 qHTS screen for inhibitors: counterscreen for cytotoxicity; A549 ARE-Fluc cells, CellTiter-Fluor viability, 18-24 h; Potency, µM (series often up to 46 µM), for inactives: at the highest dose activity change, negative = cytotoxicity, actives largely listed as inhibitors; 0.16% of 390,000 active; note: potency is the fitted concentration of half-maximal effect; % is set by controls: 0 for no effect and ±100 for the full control effect
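A549 ARE-Fluc cells in 5% FBS OPTI-MEM, 5000 cells/well, rested 2 h then exposed to compounds in concentration-response for 18-24 h at 37 °C. Viability by CellTiter-Fluor fluorescence (Ex 405/Em 525) after 30 min; luciferase luminescence (BugLite, 15 min, RT) read afterwards.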
Nrf2 activator: qHTS of Nrf2 Activators; 0.31% of 410,000 active; Potency, µM (doses to about 46.1 µM), without a hit: top-dose activation, actives largely listed as activators; AID 624171, 2012; AREc32 ARE-luciferase reporter (MCF7-derived line), luminescence, 24 h; note: potency is the fitted concentration of half-maximal effect; % of control where 0% means no effect; nearly all actives have a fitted effect of over 65% in size
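Nrf2 activation is followed as ARE-luciferase induction in the AREc32 line after one day of compound treatment; luminescence is read with Steady-Glo.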
Starred values were filed as active, the others as inactive; i = inactive; u = inconclusive; x = no result given; & = joins results of further samples; [ ] = another dose, or the depositor's remark. Unless noted, calls come from the whole dose curve; as a rule, active = well fitted curve in the direction sought with a large enough effect; inconclusive = small, poorly fitted or top-dose-only effect, or another doubt; inactive = no such curve, though single readings can be large; an effect the other way counts as inactive or inconclusive. A portion of the library (hit frequency here may not be typical).

SMILES	Mm-Cpn inhibitor	pAkt inh	Nrf2 inh	EPAC2 antag	CCT modulator	TGFb inhibitor	EPAC2 ag	A549 viability	Nrf2 activator
COc1ccc(CCN=C(N)NS(=O)(=O)c2cc(F)ccc2F)cc1	-0.6%	i	-14.3%	-13.0%	-0.8	15.1%	11.2%	-2.1%	0.3%
Cc1ccc(NC(=S)N(N)CCO)cc1	-0.5%	i	1.2%	7.0%	0.4	19.7%	10.2%	-1.7%	0.8%
COc1ccc(N(C(=O)c2ccco2)C(C(=O)NC2CCCC2)c2ccco2)cc1OC (configuration not stated)	-0.7%	i	5.7%	3.7%	-1.4	3.5%	1.6%	-12.2%	0.2%
COc1ccc(C)cc1NC(=O)C1CCN(S(=O)(=O)c2ccccc2)CC1	-3.7%	i	-10.1%	0.8%	-2.0	2.0%	7.6%	-3.1%	-0.2%
Cc1ccc(N(C(=O)c2snc(C(N)=O)c2N)C(C(=O)NC2CCCC2)c2ccncc2)cc1 (configuration not stated)	1.7%	i	5.7%	7.9%	0.7	27.2%	-4.6%	-10.2%	1.5%
C=CCSC1=C(C#N)C(c2ccccc2OCC)CC(=O)N1 (configuration not stated)	0.6%	i	-17.4%	0.4%	-3.6	-6.8%	6.6%	0.3%	0.1%
CC(=O)Nc1sc(C)c(C)c1C(=O)OCC(=O)Nc1cc(S(C)(=O)=O)ccc1Cl	-7.0%	i	-18.0%	-0.6%	-1.0	0.9%	-6.6%	2.3%	0.0%
CC(NC(=O)c1cc2ccccc2o1)c1ccccc1 (configuration not stated)	1.8%	i	3.4%	-8.0%	-0.3	13.1%&5.8%	12.0%	-0.7%&5.7%	0.7%&-1.0%
O=C(CN1c2ccccc2S(=O)(=O)c2ccccc21)NCc1ccccc1	-16.9%	i	-3.8%	5.8%	-0.5	1.8%	-4.3%	-0.2%	-0.4%
O=C(NNC(=O)c1ccncc1)c1ccccc1	0.6%	i	1.9%	-1.3%	-1.2	4.7%	10.3%	0.9%	-0.4%
COc1ccc(O)c(C(=O)c2cnn(C(=O)c3cc(C)oc3C)c2)c1	0.6%	i	x	8.7%	-1.3	4.0%	0.5%	3.4%	4.7%
O=c1[nH]c(/C=C\c2cccc(O)c2)nc(O)c1[N+](=O)[O-]	-1.0%	i	0.8%	-0.7%	0.1	-9.6%	4.4%	-5.5%	-0.4%
COc1ccc(Br)c(C(=O)NC(C)(C)CO)c1	0.7%	i	6.3%	2.0%	-1.8	10.7%	9.6%	-1.3%	-0.8%
O=C(Nc1ccc2oc(-c3ccccc3)nc2c1)c1ccccc1F	-4.8%	i	13.1%	3.9%	0.5	-12.3%	-9.5%	5.5%	2.0%
Cc1cc(C)n(-c2ccc(C(=O)NCCCN3CCOCC3)cc2)n1	-0.4%	i	11.0%	11.6%	-0.4	2.6%	8.8%	0.0%	0.1%
COc1ccc2c(c1)C1(Nc3ccccc3-c3nc4ccccc4n31)C(=O)N2 (configuration not stated)	2.5%	i	u	-1.9%	-1.8	u	4.2%	x	2.0%
Cc1cccc(NC(=O)CN2C(=O)N/C(=C\c3cccn3-c3cccc(C(=O)O)c3)C2=O)c1	1.0%	i	u	0.1%	0.7	-3.9%	0.9%	u	0.0%
C=CC1=C(C(=O)O)N2C(=O)[C@@H](NC(=O)/C(=N\OCC(=O)O)c3csc(N)n3)[C@H]2SC1	0.0%	i	6.1%	14.3%	0.4	6.9%	-2.9%	-3.9%	0.5%
O=C(CCNS(=O)(=O)c1cccs1)NCc1cccs1	-9.0%	i	4.3%	14.4%	1.4	1.3%	1.6%	9.7%	-0.1%
CCCCCCSc1ncc(C#N)c(N)n1	-2.4%	i	63.6%	-4.7%	0.1	-1.2%	16.0%	0.5%	1.8%
Cc1cccc(C(=O)NNC(=O)C2CC2)c1	2.0%	i	-19.2%	-0.9%	-3.8	0.1%	6.4%	4.5%	0.0%
NC(=O)[C@@H]1CCCCNc2c(I)cc([N+](=O)[O-])cc2C(=O)N[C@@H](CCC(=O)O)C(=O)N[C@@H](CO)C(=O)N1	0.9%	i	7.4%	30.2%[activator]	-4.7	20.9%	1.3%	-17.8%	0.7%
COc1ccc2cc(CN(CC3CCCO3)C(=S)NCc3ccco3)c(=O)[nH]c2c1 (configuration not stated)	-5.0%	i	18.3%	-5.8%	3.0	-16.8%	-0.5%	1.8%	5.0%
COc1cccc(NC(=O)c2sc3nc(C)c(C(=O)Nc4ccc(C)cc4C)c(-c4cccs4)c3c2N)c1	x	x	9.6%	x	x	1.4%	x	15.9%	3.5%
Cc1ccc(OC(=O)CSc2nnc(-c3cccs3)o2)cc1C	x	x	30.0%	x	x	-4.5%	x	0.6%	-0.2%
Cn1cc(C2N3CC4(C)CN2CC(C)(C3)C4=O)c2ccccc21 (configuration not stated)	-1.2%[15.4 µM]	i	2.9%	-6.6%	-0.4	5.9%	12.1%	1.4%	0.5%
N#CCC(=O)Nc1ccc(C(=O)NCc2cccc(Cl)c2)cc1	-3.1%	i	0.7%	14.3%	-3.7	-13.6%	7.5%	0.1%	-0.7%
CNC(=O)c1ccc(CN(C)C(=O)/C=C/c2ccc(S(=O)(=O)N3CCCCCC3)cc2)cc1	x	i	x	42.2%[activator]	-2.7	-25.1%	-0.5%	x	0.4%
Cc1cccc2cc(-c3nc4ccc(C(=O)O)cc4[nH]3)c(=O)oc12	-3.7%	i	u	-3.9%	-6.6	8.5%	10.5%	-1.7%	2.3%
COc1ccc(/C=N\Nc2ccc([N+](=O)[O-])cc2[N+](=O)[O-])c(C(=O)O)c1OC	-0.3%	i	0.2%	-9.2%	0.4	u	1.3%	u	4.3%
COc1cccc(CN2CC(C(=O)N(C)CC3CCOCC3)CCC2=O)c1 (configuration not stated)	-1.4%	i	11.7%	-2.0%	-1.1	15.9%	17.1%	-0.1%	0.1%
O=C(NCc1ccco1)c1ccc(Cl)c(S(=O)(=O)Nc2ccccc2)c1	1.9%	i	-16.5%	-5.0%	0.3	-5.6%	1.9%	-2.0%	-0.1%
COc1cc2c(cc1OC)C(c1cc(OC)c(OC)c(OC)c1)C1(O)C(=O)OCC1(O)C2 (configuration not stated)	x	i	0.4%	1.5%	-0.6	-3.0%	-4.2%	1.7%	-0.3%
O=C(c1ccc(F)cc1Cl)N1CCN(S(=O)(=O)c2cccs2)CC1	0.5%	i	u	-5.0%	2.8	15.4%	7.2%	11.7%	0.3%
COc1ccc(C(CNC(=O)COc2c(C)cc(C)cc2C)N2CCOCC2)cc1 (configuration not stated)	-1.4%	i	-0.6%	-6.1%	1.1	-4.4%	7.4%	u	-1.1%
Cn1nc(NC(=O)C2CCC2C(=O)O)c2c(F)cccc21 (configuration not stated)	-3.2%	i	14.2%	1.6%	-3.1	8.5%	6.3%	3.9%	-0.8%
COc1ccccc1-c1n[nH]nc1C1=CC(=O)CC(C)(C)C1	x	i	x	-4.2%	-1.4	6.8%	17.4%	x	0.4%
Oc1c(Br)cccc1/C=N/c1ncn[nH]1	-3.3%	i	-11.2%	-16.3%	0.0	0.0%	0.2%	0.2%	0.0%
O=C(COc1ccc(Cl)cc1Cl)NCc1ccncc1	-0.8%	i	4.5%	8.7%	-2.9	-0.2%	3.7%	0.9%	-0.3%
CCCCCOC(=O)NC1CCS(=O)(=O)C1 (configuration not stated)	2.5%	i	8.8%	18.0%	0.3	5.8%	0.0%	-0.5%	-0.8%
O=C(Nc1ccnn1C1CCN(Cc2cccc(OCCO)c2)CC1)C1CCOC1 (configuration not stated)	-6.2%	i	3.4%	1.8%	-1.2	2.0%	-3.1%	-1.7%	-0.9%
COc1ccc(C2=C(C)C(=O)N(Cc3ccc(C(=O)NCc4ccc(C)cc4)cc3)S2(=O)=O)cc1	x	x	13.6%	x	x	u	x	3.3%	-0.3%
CCn1c(CNc2cccc(Cl)c2)nnc1SCC(=O)OC1CCCCC1	0.9%	i	3.7%	-5.9%	-5.6	-2.3%	12.3%	-3.6%	-1.0%
Clc1ccc(-c2c[n+](Cc3ccc(Br)cc3)c3n2CCCCC3)cc1	0.5%	i	18.7%	5.0%	1.2	-15.0%	-1.0%	-2.8%	-0.1%
Cc1ccccc1C(=O)Nc1ccc(O)cc1C(=O)O	4.1%	i	5.3%	-1.5%	-2.1	-5.8%	3.7%	8.4%	1.7%
CCCNC(=O)C1(C)CCCN(C(=O)c2cc(C)n(C(C)(C)C)n2)C1 (configuration not stated)	x	i	x	-4.8%	1.6	2.0%	6.6%	x	-1.1%
CCOc1ccccc1NC(=O)c1cc(=O)c2ccc(C)cc2o1	x	x	9.0%	x	x	-27.2%	x	-0.4%	24.4%

Random excerpt: two compounds from above.
SMILES	Mm-Cpn inhibitor	pAkt inh	Nrf2 inh	EPAC2 antag	CCT modulator	TGFb inhibitor	EPAC2 ag	A549 viability	Nrf2 activator
COc1ccc(C(CNC(=O)COc2c(C)cc(C)cc2C)N2CCOCC2)cc1 (configuration not stated)	-1.4%	i	-0.6%	-6.1%	1.1	-4.4%	7.4%	u	-1.1%
COc1ccc(C2=C(C)C(=O)N(Cc3ccc(C(=O)NCc4ccc(C)cc4)cc3)S2(=O)=O)cc1	x	x	13.6%	x	x	u	x	3.3%	-0.3%
